High-throughput results deposited in PubChem by several laboratories.
Thrombin inh – human alpha-thrombin inhibitors, primary screen, counter-screen for coagulation protease inhibitor project, biochemical, 1536-well, fluorogenic AMC substrate; Prothrombin (Homo sapiens), P00734; Boc-VPR-AMC fluorogenic substrate cleavage; inhibition, % at 5 µM; actives 0.26% (n = 220,000); AID 1046, 2008;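 active = inhibition at or above 40%; inactive = inhibition below 40%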;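 note: 0% = enzyme with no compound and 100% = wells without enzyme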
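System: Human alpha-thrombin protein | Medium: pH 7.5 Tris (50 mM) with NaCl 150 mM, Tween 20 0.05% | Times: Enzyme reaction carried out at room temperature | Detection: AMC fluorescence, 355/460 nm | Evaluation: Percent inhibition scaled between no-compound controls and no-enzyme blanks | Benchmarks: Enzyme without compound as high, wells lacking enzyme as low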
KLK5 inh – human KLK5 protease inhibitors, primary screen, biochemical, 1536-well; recombinant hK5, fluorogenic AMC substrate cleavage; inhibition, % at 5 µM; actives 0.59% (n = 210,000); Kallikrein-5 (Homo sapiens), Q9Y337;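 active = inhibition of 40% or more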;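 note: 0% = enzyme controls without compound and 100% = no-enzyme blanks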
Target sequence (Q9Y337 67-293 limits assumed): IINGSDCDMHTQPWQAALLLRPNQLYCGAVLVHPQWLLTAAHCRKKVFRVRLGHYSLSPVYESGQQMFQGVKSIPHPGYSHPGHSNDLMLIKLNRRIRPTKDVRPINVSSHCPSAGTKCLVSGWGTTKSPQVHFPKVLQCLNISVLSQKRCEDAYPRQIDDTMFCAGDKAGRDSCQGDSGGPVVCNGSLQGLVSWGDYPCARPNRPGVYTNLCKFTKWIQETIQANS
Rad51 HR inh – human RAD51 strand exchange inhibitors, primary screen, biochemical, fluorescence. hRad51 DNA strand exchange, fluorescence dequenching. inhibition, % at 10 µM. actives 0.085% (n = 200,000). AID 1385, 2008;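 active = inhibition above 40% at the single screening dose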;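 note: 0% = DMSO control wells and 100% = blanks with heterologous ssDNA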
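System: human Rad51 nucleoprotein filaments preassembled on unlabelled ssDNA. Reagent: labelled 47-mer dsDNA for strand exchange. Schedule: 30-min compound preincubation and 15-min exchange, both room temperature. Measured by: FRET fluorescence dequenching, excitation 485 nm, emission 520 nm. Read-out: Fluorescence-based percent inhibition, control- and blank-normalised. Benchmarks: plate controls and plate blanks.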
FXIIa inh – human FXIIa protease inhibitors, primary screen, biochemical, 1536-well. AID 800, 2007. Coagulation factor XII (Homo sapiens), P00748. inhibition, % at 5 µM. purified FXIIa, Boc-QGR-AMC fluorogenic substrate, 2 h. actives 0.3% (n = 220,000); in the data active = inhibition above about 40%;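 note: 0% = enzyme with no compound and 100% = blank without enzyme; many of its hits are not listed in these tables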
Furin inh – human furin inhibitors, primary screen, biochemical, fluorescence intensity; P09958; inhibition, % at 30 µM; purified furin, fluorogenic substrate cleavage; actives 0.061% (n = 220,000); in the data active = inhibition above about 25%; note: inactives centre near -15
PERK inh – block of dimerizer-induced PERK translation repression, primary screen, PERK inhibitor project, CHO PERK-DD cells, SEAP luminescence, HTS; Eukaryotic translation initiation factor 2-alpha kinase 3 (Homo sapiens), Q9NZJ5; CHO PERK-DD fusion, SEAP luminescence translation reporter; inhibition, % at 5.6 µM; actives 0.17% (n = 220,000); AID 1416, 2008;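 active = inhibition above the mean inhibition of all tested compounds plus 3 SD, set separately per screening campaign, cut at about 2.9% in these data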;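 note: PERK kinase domain activated by AP20187 dimerizer at 100 nM; 0% = DMSO with dimerizer and 100% = rapamycin at 8.4 µM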
m-calpain inh – inhibitors of pig calpain II, primary screen, biochemical, fluorogenic peptide substrate, 1536-well; purified calpain II, 30 min; inhibition, % at 16 µM; actives 0.37% (n = 220,000); AID 1236, 2008;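 active = inhibition above about 50%, limit read from the data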
FXIa inh – human FXIa protease inhibitors, primary screen, biochemical, 1536-well | actives 0.14% (n = 220,000) | purified FXIa, Boc-Glu-Ala-Arg-AMC fluorogenic substrate | Coagulation factor XI (Homo sapiens), P03951 | inhibition, % at 5 µM;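 active = inhibition of at least 40%; inactive = inhibition below 40%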;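 note: fluorescence of freed AMC excited at 355 nm; 0% = enzyme without compound and 100% = no enzyme blank; many of its hits are not listed in these tables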
Target sequence (P03951 19-387 limits assumed): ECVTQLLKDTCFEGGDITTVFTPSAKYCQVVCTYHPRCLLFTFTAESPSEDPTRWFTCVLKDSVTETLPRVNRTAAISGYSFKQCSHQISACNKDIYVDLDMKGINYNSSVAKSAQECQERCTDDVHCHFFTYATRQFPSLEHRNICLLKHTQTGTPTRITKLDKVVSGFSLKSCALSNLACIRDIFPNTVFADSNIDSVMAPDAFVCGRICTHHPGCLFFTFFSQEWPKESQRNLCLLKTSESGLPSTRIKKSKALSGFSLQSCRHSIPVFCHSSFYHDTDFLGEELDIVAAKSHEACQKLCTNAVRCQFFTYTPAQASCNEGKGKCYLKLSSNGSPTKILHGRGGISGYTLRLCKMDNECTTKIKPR
Target sequence (P03951 388-625 limits assumed): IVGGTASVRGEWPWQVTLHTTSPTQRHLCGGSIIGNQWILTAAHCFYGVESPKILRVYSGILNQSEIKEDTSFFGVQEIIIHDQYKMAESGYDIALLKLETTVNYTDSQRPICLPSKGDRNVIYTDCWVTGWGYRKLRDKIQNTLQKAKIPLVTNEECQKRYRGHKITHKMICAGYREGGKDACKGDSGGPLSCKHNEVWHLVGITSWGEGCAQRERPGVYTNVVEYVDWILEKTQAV
Cl transport mod – KCC2 cotransporter modulators, thallium flux, primary screen, cell-based, HEK293 KCC2, FluoZin-2 fluorescence, MLSMR; Solute carrier family 12 member 5 (Homo sapiens), Q9H2X9; KCC2 cells, thallium flux FluoZin-2 fluorescence; B-score of Tl+ flux slope (higher = more flux/activation; lower = inhibition) at 10 µM; actives 2.2% (n = 190,000); AID 1456, 2008;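 active = thallium flux slope and its plate-corrected score both differing from the plate sample mean at a set confidence after two filtering rounds, in either direction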;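 note: slope of fluorescence scaled to starting intensity during 10 to 20 s after thallium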
An asterisk follows results filed as active; / = no result given; [ ] = dose if it differs, or a comment.

nr | Structure | Thrombin inh | KLK5 inh | Rad51 HR inh | FXIIa inh | Furin inh
1 | CCOC(=O)c1sc(NC(=O)C(C)Sc2nnc(N)s2)nc1C (stereo not drawn) | -2 | -10 | -1 | 8 | -28
2 | COc1ccccc1/C=C/C(=O)NNC(=O)c1cccs1 | -4 | -3 | -4 | 5 | -13
3 | CN(C)c1ccc(-c2nn3c(C4CCCCC4)nnc3s2)cc1 | -6 | -12 | 5 | 8 | -31
4 | COc1ccc(C(=O)c2c[nH]c(C(=O)NCC3CCCO3)c2)cc1 (stereo not drawn) | 2 | -21 | 11 | 19 | -20[20 µM]
5 | Cc1ccc(OCCCc2c(C)n[nH]c2C)cc1 | 3 | -14 | 10 | 4 | -25
6 | COc1ccc(C(=O)c2ccc(OC)c(N)c2)cc1N | 1 | -3 | -6 | 0 | -16[20 µM]
7 | CC(C)(C)OC(=O)C(Cl)(C(=O)OC(C)(C)C)c1ccc2nnnn2n1 | 0 | -5 | 5 | -3 | -14
8 | COc1ccc(NC(=O)C2CCN(C(=O)NCc3ccccc3)CC2)cc1 | 1 | -8 | 7 | 10 | -27
9 | COc1ccc(NC2=C(Cl)C(=O)N(c3ccccc3)C2=O)c(OC)c1 | 2 | -18 | -15 | 8 | -31
10 | CC(C)C(NC(=O)OC(C)(C)C)C(=O)NC(CCC(=O)OCc1ccccc1)C(N)=O (stereo not drawn) | -4 | 2 | -5 | 1 | -22
11 | Cc1ccc(C(=O)OCC(=O)NCc2ccco2)cc1 | -3 | -8 | 0 | 7 | -17[20 µM]
12 | CC(C)(C)CNc1cc(N2CCCC2)ccc1[N+](=O)[O-] | -6 | 5 | -5 | 0 | -8
13 | CCOC(=O)C1C(=O)NC(c2ccccc2)=NC1c1cccc(Br)c1 (stereo not drawn) | -6 | -6 | / | 2 | -13
14 | COCC(=O)N(Cc1ccccc1)c1ccccn1 | -9 | -3 | -3 | 3 | -12[20 µM]
15 | CC(=O)c1nc(N2C(=O)C3CC=C(C)CC3C2=O)sc1C (stereo not drawn) | 2 | -1 | 4 | -1 | -17[20 µM]

nr | PERK inh | m-calpain inh | FXIa inh | Cl transport mod
1 | 0.0 | -25 | -3 | -0.58
2 | 0.6 | -19 | -2 | 0.071
3 | 0.8 | -15 | 1 | /
4 | 0.8 | 15 | 4 | -0.029
5 | 0.8 | 30 | -2 | -0.82
6 | -0.1 | 5 | -2 | 0.37
7 | 0.1 | 6 | 2 | 0.62
8 | -0.7 | 3 | 0 | 0.0041
9 | 0.5 | 1 | -2 | -0.074
10 | -0.3 | 30 | -4 | /
11 | -0.4 | -50 | 0 | /
12 | 2.2 | 16 | -29 | -0.53
13 | -0.7 | 19 | -7 | -0.32
14 | 1.2 | -1 | 5 | -0.48
15 | 1.0 | -25 | -1 | -0.11

(continued)
nr | Structure | Thrombin inh | KLK5 inh | Rad51 HR inh | FXIIa inh | Furin inh
16 | COc1ccccc1-c1cc(C(=O)N/N=C/c2cccs2)c2ccccc2n1 | -18 | 0 | / | -5 | -7[20 µM]
17 | Cc1c(C(c2cccc([N+](=O)[O-])c2O)c2c(C)n(C)n(-c3ccccc3)c2=O)c(=O)n(-c2ccccc2)n1C | 3 | -6 | 0 | 11 | -12
18 | C/C(=N\NC(=O)c1c(Cl)cnn1C)c1ccc(NC(=O)c2ccncc2)cc1 | -5 | -8 | -3 | 11 | -1
19 | COc1ccc(C(=O)CNC2=NCCC2)cc1 | -5 | -4 | 3 | / | -25
20 | Cc1cc(N2CCCCC2)nc(N2CCCCC2)n1 | 0 | -11 | -22 | -1 | -7
21 | CCCCn1c(-c2csc(C(C)C)c2)n[nH]c1=S | -1 | -12 | 7 | 18 | -27
22 | CC1(C)CC(=O)C=C(NCCN2CCN(C(=S)Nc3ccccc3)CC2)C1 | -2 | -4 | 21 | 6 | -12
23 | Cc1cc(C)c2nc(NC(=O)c3cc(C)on3)sc2c1 | 1 | -22 | -12 | 13 | -4[20 µM]
24 | Cn1nc(CC(=O)NC2CCCCCC2)c2ccccc2c1=O | -1 | -11 | -4 | 18 | -26
25 | COc1cc(OC)cc(C(=O)Nc2nc(-c3ccccc3)c(-c3ccccc3)o2)c1 | -1 | -62 | 16 | 14 | -19
26 | COc1cccc(C2N(c3ccc(Cl)cc3)C(=O)C3CCCN32)c1 (stereo not drawn) | -5 | -4 | 1 | 14 | -14
27 | CC(C)(Oc1ccc(Cl)cc1)C(=O)NCCCn1ccnc1 | -10 | 15 | -6 | 8 | -22
28 | Cc1cc(NC(=O)CCOc2ccccc2)no1 | / | / | 9 | / | -21[20 µM]
29 | CC1(C)C2([N+](=O)[O-])CN3CC1([N+](=O)[O-])CN(C2)C31CCCC1 | -2 | -3 | -12 | 18 | -17[20 µM]
30 | Cc1cc(C)nc(N2CCC(C(=O)NCc3cccs3)CC2)n1 | -3 | -5 | -3 | 10 | -18

nr | PERK inh | m-calpain inh | FXIa inh | Cl transport mod
16 | -1.5 | -100 | 0 | -0.4
17 | 0.5 | 7 | 6 | /
18 | 1.2 | -11 | 9 | 1.7
19 | 0.3 | -20 | -5 | 0.57
20 | -0.6 | -6 | -6 | -0.93
21 | 0.3 | 46 | 5 | 21*
22 | 2.2 | -4 | 2 | -0.47
23 | -0.3 | -127 | -11 | 39*
24 | -0.2 | -16 | 9 | /
25 | 0.8 | -46 | 3 | 10*
26 | 0.4 | 10 | 6 | -0.4
27 | -0.9 | -6 | -4 | /
28 | 1.1 | / | / | 0.26
29 | 1.2 | -6 | 7 | -0.49
30 | 0.5 | -59 | -2 | /

(continued)
nr | Structure | Thrombin inh | KLK5 inh | Rad51 HR inh | FXIIa inh | Furin inh
31 | CCOC(=O)CCc1c(C)c(C#N)c2nc3ccccc3n2c1-n1ccnc1C | -3 | 1 | -3 | 0 | -15[20 µM]
32 | COc1cc(S(=O)(=O)N2CCN(c3ccccc3F)CC2)ccc1Cl | 24 | 32 | 2 | 5 | -24
33 | CCN(CC)S(=O)(=O)c1ccc(NC(=O)c2ccccn2)cc1 | 6 | 13 | -5 | 11 | -11
34 | Cc1nc(SCC(=O)c2ccccc2)[nH]c(=O)c1Oc1ccc(Cl)cc1 | 34 | 64* | -3 | 22 | 1
35 | COc1nn(CC(=O)N2N=C(C)CC2(O)C(F)F)cc1[N+](=O)[O-] (stereo not drawn) | 1 | -1 | -2 | 13 | -21[20 µM]
36 | COc1ccc(C(=O)OCC(=O)NCc2ccco2)cc1OC | -6 | -29 | 1 | 3 | -11[20 µM]
37 | CCCCC(=O)Nc1ccc(C(=O)NNC(=O)CCc2ccccc2)cc1 | -2 | -17 | 2 | 13 | -13[20 µM]
38 | Cc1cc(N2CCCC2)c(C)cc1C=O | -5 | -12 | 1 | 10 | -10[20 µM]
39 | CC(=O)NCCC(=O)Nc1ccc(F)cc1C | -3 | -2 | -10 | 35 | -8[20 µM]
40 | CCNc1c(C(=O)O)ccc2c1C(=O)c1ccccc1C2=O | 18 | -1 | -10 | 0 | -7
41 | O=S(=O)(c1ccc2ccccc2c1)N1CCCCCC1 | -4 | -2 | -3 | 11 | -31
42 | CCn1c(N2CCN(S(=O)(=O)c3ccc(Cl)cc3)CC2)nc2ccccc21 | -5 | -8 | 1 | 1 | -2
43 | Cc1nc2ccc(S(=O)(=O)NCC(=O)NC(C)c3ccccc3)cc2s1 (stereo not drawn) | 2 | / | / | 13 | -25
44 | CC1=NN(C(=O)CSCc2ccccc2)C(O)(c2ccc(F)cc2)C1 (stereo not drawn) | 1 | -26 | 8 | -4 | -24
45 | C=C(C)CNC(=O)CCc1nnc(C2(c3ccc(Cl)cc3)CCC2)o1 | -14 | -4 | -5 | 4 | -12

nr | PERK inh | m-calpain inh | FXIa inh | Cl transport mod
31 | -0.8 | -78 | -1 | 0.84
32 | 0.1 | 33 | 7 | -0.3
33 | -1.0 | 3 | 5 | 1.1
34 | 2.7 | 35 | 29 | -2.1
35 | -0.1 | -15 | 6 | 0.6
36 | 0.1 | -252 | -15 | -1.8
37 | 0.7 | -12 | 3 | /
38 | 0.0 | -12 | 2 | 2.1
39 | 0.7 | 19 | -10 | 0.12
40 | 0.5 | 28 | -5 | -1.8
41 | 0.8 | 15 | -1 | 0.15
42 | -0.1 | 28 | -7 | -1.4
43 | 0.9 | 3 | 4 | 0.28
44 | -0.3 | 2 | -7 | -0.87
45 | 0.2 | -3 | -4 | -0.081

The list continues.
nr | Structure | Thrombin inh | KLK5 inh | Rad51 HR inh | FXIIa inh | Furin inh
46 | CC(C)c1ccc(Nc2nc(CC(=O)O)cs2)cc1 | -16 | -1 | -3 | 4 | -28
47 | N#CCSc1nc2ccccc2c(=O)n1CCCC(=O)NCc1ccco1 | 3 | -12 | 10 | 3 | -21
48 | COc1cccc2c1C(=O)O/C2=C/c1ccc2c(c1)OCO2 | 2 | -63 | -6 | 2 | -21[20 µM]
49 | Brc1ccc(CSc2nnc(Cc3c[nH]c4ccccc34)o2)cc1 | -7 | -19 | / | -1 | -10[20 µM]
50 | O=C(NCc1ccc(F)cc1)c1cc(S(=O)(=O)N2CCOCC2)ccc1F | -3 | 11 | -3 | 13 | 21[20 µM]
51 | COc1ccc(N2C(=O)C(Cl)=C(Nc3ccccc3O)C2=O)cc1 | 5 | 14 | 3 | 17 | -19[20 µM]
52 | O=C(c1ccc2c(c1)OCO2)C1CCCN(Cc2ccc3cccc(F)c3n2)C1 (stereo not drawn) | -1 | 4 | -4 | 13 | -18
53 | CCOC(=O)c1nc(SC)n(C)c1C(=O)OCC | -6 | -9 | -1 | 8 | -33
54 | COc1cccc(CNCCc2c[nH]c3ccccc23)c1OCc1ccccc1 | -7 | 22 | 1 | 22 | -4

nr | PERK inh | m-calpain inh | FXIa inh | Cl transport mod
46 | 1.1 | -52 | -1 | -0.06
47 | 0.3 | -21 | -4 | -0.74
48 | 0.5 | -283 | -3 | -0.34
49 | 0.5 | 70* | -7 | 0.6
50 | -0.5 | -12 | 8 | -0.56
51 | 0.8 | 9 | 11 | -2.2
52 | -0.3 | 4 | -1 | -1.5
53 | 1.2 | -18 | 3 | -0.76
54 | -0.2 | 12 | 17 | 0.58

This is a subset, so the mix of outcomes need not match the whole.
